GPR55 antagonists – GPR55 antagonists blocking LPI-driven arrestin recruitment, primary screen, imaging, U2OS, beta-arrestin-GFP, LPI agonist (AID 2013). U2OS GPR55 beta-arrestin-GFP translocation imaging, LPI antagonism; higher % means a stronger effect. inhibition, % at 10 µM; hits with a dose series show IC50 in µM. 0.13% of 290,000 active;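 active means spots per cell inhibited over 60%, with over 100 cells counted and total cytoplasm intensity under 500,000; inconclusive means wells with under 100 cells, flagged as likely toxic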;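 further: U2OS cells stably carrying GPR55 and arrestin-GFP stimulated by 5 µM LPI near EC80; imaged beta-arrestin-GFP aggregate spots per cell after agonist stimulation; plate controls were LPI-stimulated DMSO wells for no effect and DMSO wells without LPI for full effect; some results filed as inactive read as strong as hits; confirmed hits need IC50 under 10 µM and bright autofluorescent wells are also inconclusive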
SIAH1 antagonists – blockers of Siah-1 interaction with plectin peptide – biochemical, fluorescence polarization, rhodamine-plectin, uHTS, primary screen (AID 1817) | one-dose displacement, % at 20 µM; IC50 in µM for titrated hits | 0.02% of 290,000 active | Siah-1 / rhodamine-plectin peptide fluorescence polarization; higher % means a stronger effect;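 active means displacement of at least 50% at 20 µM, with a fluorescence ratio check between 0.3 and a set limit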;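 further: plate controls were Siah plus tracer with DMSO for no effect and tracer alone without Siah for full effect; strong numbers were not always called active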
GPR55 beta-arrestin – selective activators of receptor GPR55 – imaging, U2OS cells, beta-arrestin-GFP redistribution, primary screen (AID 1961); U2OS GPR55 beta-arrestin-GFP redistribution imaging; higher % means a stronger effect; 0.048% of 290,000 active; one-dose activation, % at 10 µM; EC50 in µM for titrated hits;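 active means activation above 40% with more than 50 cells counted in the well; inconclusive means wells holding fewer than 50 cells, flagged as toxic or sparse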;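 further: U2OS osteosarcoma cells stably expressing GPR55 and beta-arrestin-GFP; plate controls were DMSO negative control for no effect and LPI positive control for full effect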
KOR beta-arrestin-1 – KOR antagonists, beta-arrestin recruitment, cell-based, luminescence, uHTS (AID 1778). inhibition, % at 10 µM, or IC50 in µM where a hit was titrated. 0.091% of 290,000 active. KOR beta-arrestin recruitment, luminescence, antagonist mode; higher % means a stronger effect; in the data active means inhibition above about 50%; further: strong numbers were not always called active
AID2073 – disruptors of CaV2.2 binding to Mint1 – biochemical, HTRF (AID 2073). HTRF protein-protein interaction, Mint1-CaV2.2; higher % means a stronger effect. one-dose inhibition, % at 20 µM; IC50 in µM for titrated hits. 0.19% of 290,000 active; in the data active means inhibition mostly above about 51%, no sharp cut-off; inconclusive means no clear call, values can overlap the other calls; inactive means mostly below about 53%; further: some results filed as inactive read as strong as hits
GPR35 antagonists – inhibition of zaprinast-stimulated GPR35 beta-arrestin translocation – imaging, U2OS, beta-arrestin-GFP, zaprinast agonist, primary screen (AID 2058). U2OS GPR35 beta-arrestin-GFP translocation imaging, zaprinast antagonism; higher % means a stronger effect. 0.052% of 290,000 active. inhibition, % at 10 µM; hits with a dose series show IC50 in µM;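 active means inhibition of at least 50% with at least 30 cells and total cytoplasm GFP at most 10,000,000; inconclusive means under 30 cells or total GFP of 10,000,000 plus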
KOR beta-arrestin-2 – KOR agonists, beta-arrestin recruitment, primary screen, cell-based, luminescence, uHTS (AID 1777); KOR beta-arrestin recruitment, luminescence; higher % means a stronger effect; one-dose activation, % at 10 µM; EC50 in µM for titrated hits; 0.02% of 280,000 active; in the data active means activation above about 50%, passing the limit was not always enough; further: a part of the inactive calls stands beside numbers as strong as those of hits
HIV peptide binding – inhibitors of HIV fusion peptide binding, primary screen, biochemical, uHTS, fluorescence dequenching (AID 1986); cell-free peptide binding, fluorescence dequenching, 30 min; higher % means a stronger effect; inhibition, % at 20 µM, or IC50 in µM where a hit was titrated; 0.3% of 290,000 active; in the data active means inhibition mostly above about 52%, no sharp cut-off; inactive means mostly below about 76%; further: some results filed as inactive read as strong as hits
NOD1 NF-kB reporter – inhibition of NOD1-driven NF-kB reporter – cell-based, luminescence, uHTS, primary screen (AID 1578); inhibition, % at 4 µM, or EC50 in µM where a hit was titrated; 1% of 290,000 active; NOD1-driven NF-kB luciferase reporter cells, luminescence; higher % means a stronger effect; in the data active means inhibition mostly above about 36%, no sharp cut-off; inactive means mostly below about 34%;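 further: HEK-293T reporter cells stimulated with the NOD1 agonist gamma-tri-DAP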
Active calls of the source: *; ? = inconclusive; · = no result given; [ ] = remark or other dose. A portion of the library; count on the stated rates, not on these rows.

SMILES	GPR55 antagonists	SIAH1 antagonists	GPR55 beta-arrestin	KOR beta-arrestin-1	AID2073	GPR35 antagonists	KOR beta-arrestin-2	HIV peptide binding	NOD1 NF-kB reporter
O=C1S/C(=C/c2ccccc2)C(=O)N1CC(O)Cn1c2ccccc2c2ccccc21 (configuration not stated)	13%	-1%	1.4%	-43%	24%	6%	3.0%	-0.1%	-15%
COc1ccc2nc3oc(C(=O)NCc4cccs4)cc3cc2c1	26%	7%	-0.2%	-24%	34%	4%	0.4%	-1.9%	-8%
CSc1nc2sc3c(c2c2nnnn12)CCCC3	1%	-3%	0.2%	-62%	34%	10%	12%	-0.4%	-146%
Cc1cc(C)cc(C(=O)NCCn2cc(SCC(=O)N3CCOCC3)c3ccccc32)c1	-22%	-3%	0.3%	-20%	-1%	11%	-2.9%	0.7%	10%
CCOc1ccc(OCC)c(NC(=O)CCS(=O)(=O)c2ccc(C)cc2)c1	4%	-1%	0.0%	3%	-3%	-8%	-1.4%	2.9%	-4%
Cc1ccc(NC(=O)CC2NCCN(Cc3ccccc3)C2=O)cc1 (configuration not stated)	13%	16%	1.3%	-1%	-2%	-6%	-3.6%	1.5%	5%
Cc1ccc(NC(=O)CCc2c(C)nn(-c3ccc(N4CCOCC4)nn3)c2C)cc1	-1%	0%	0.6%	-20%	-3%	-10%	6.9%	-1.0%	-19%
COc1ccc(C=NCC2COc3ccccc3O2)cc1OC (configuration not stated)	6%	-2%	0.2%	-60%	1%	-4%	3.3%	-1.0%	-8%
NS(=O)(=O)c1ccc(CCNC(=O)c2coc3ccccc3c2=O)cc1	-2%	-2%	0.2%	28%	13%	-4%	-2.1%	-1.5%	1%
Cn1c(=O)oc2cc(S(=O)(=O)NCc3ccccc3)ccc21	-5%	-1%	0.0%	-28%	-4%	-17%	-5.2%	1.4%	-16%
ON=C1/C(=N\O)CC2(C/C1=N/O)OCCO2	-2%	-8%	0.4%	-19%	5%	0%	-0.1%	-2.1%	2%
COc1ccc(CCNC(=O)CSc2nc3ccccc3o2)cc1	16%	2%	-0.1%	-20%	1%	7%	-5.9%	7.3%	-19%
Nn1c(COc2ccccc2F)nnc1SCC(=O)NC1CCCC1	-3%	-2%	-0.2%	-16%	5%	5%	8.5%	-0.5%	-16%
CCN(CC)S(=O)(=O)c1ccc(N2CCCC2)c(NS(=O)(=O)c2ccc(OC)cc2)c1	-2%	7%	-0.2%	-5%	-4%	-11%	8.2%	-2.8%	-15%
CCOC(=O)c1ccc(-c2ccc(/C=N/NC(=O)Cc3nnc(N)s3)o2)cc1	2%	7%	-0.2%	-13%	12%	6%	3.8%	-2.3%	-7%
Cc1cc(-c2ccccc2)nc(N(C)C)c1S(C)(=O)=O	-5%	-3%	-0.1%	-39%[20 µM]	0%	-12%	-0.9%	-0.5%	-20%
CCC(Oc1cc(Cl)ccc1Cl)C(=O)N1CCCN(C)CC1 (configuration not stated)	-10%	9%	0.2%	-11%	-7%	8%	14%	-0.4%	-21%
CN(C(=O)CCS(=O)(=O)c1cc2c(cc1Cl)NC(=O)CO2)C1CCCCC1	4%	-2%	-0.1%	11%[20 µM]	-6%	-9%	-1.0%	1.4%	-10%
CCOc1ccc(NC(=S)/C(=C(\[O-])c2ccc(C)c([N+](=O)[O-])c2)[n+]2ccccc2)cc1	1%	2%	-0.2%	1%	-24%	3%	6.3%	1.4%	-44%
Cc1cc2ccccn2c1C(=O)c1ccncc1	-2%	0%	0.2%	-14%	-1%	1%	-4.1%	-2.5%	-19%
Cc1ccc(NC(=O)/C(C#N)=C/c2ccc(Sc3nc(C)cc(C)n3)o2)cc1	2%	-5%	-0.1%	3%	-6%	-2%	-4.4%	1.2%	-14%
Cc1cc(Br)cc(Cl)c1OC(=O)c1ccncc1	-5%	-3%	-0.1%	-25%	-2%	-21%	4.9%	0.1%	-8%
C/C(=N\NC(=O)Cn1nc(C)cc1C)c1ccc([N+](=O)[O-])cc1	13%	12%	1.0%	-1%	12%	0%	4.1%	-2.4%	-11%
O=C1CCN(Cc2ccc(Br)cc2)CCN1[C@H](CO)Cc1ccccc1	-4%	7%	0.0%	-6%[20 µM]	1%	-2%	-6.2%	1.3%	-9%
OC(COc1ccc2cc(Br)ccc2c1)CN1CCCC1 (configuration not stated)	6%	1%	-0.1%	-134%	0%	1%	12%	2.1%	-29%
O=S(=O)(Nc1ccc(Cc2ccncc2)cc1)N1CCCC1	4%	4%	-0.2%	30%	12%	-11%	-4.2%	-0.8%	-15%
FC(F)(F)c1cccc(N2CCN(CC3CC4C=CC3C4)CC2)c1 (configuration not stated)	5%	-1%	-0.1%	28%	-12%	16%	0.4%	-2.4%	24%
O=C(Cn1cnc(S(=O)(=O)N2CCCC2)c1)Nc1cccc(F)c1	17%	2%	0.3%	-6%	-6%	-5%	-3.3%	-0.6%	-11%
COc1cccc(CN(C(=O)c2ccccc2)C2CCS(=O)(=O)C2)c1 (configuration not stated)	-10%	-1%	0.4%	19%	8%	-6%	-4.1%	-1.1%	-25%
NC(N)=N/N=C/c1ccc(Cl)cc1Cl	-12%	11%	-0.3%	18%	-12%	12%	-1.0%	-1.3%	0%
O=C(Oc1cccc2ccccc12)C1CC1	-25%	-10%	-0.2%	-14%	7%	21%	-1.7%	0.5%	68%
CCOC(=O)[C@@H]1[C@H]2COc3ccccc3[C@@H]2N2C(=O)N(c3cccc(Cl)c3)C(=O)[C@@]12C	4%	0%	-0.3%	-14%[20 µM]	13%	13%	-3.1%	1.5%	-42%
Clc1ccc(-c2nc3ccccc3[nH]2)cn1	5%	0%	0.2%	29%	4%	-14%	-0.1%	1.3%	-9%
Cc1ccc2c(c1)c1nnc(SCC(=O)N3CCCc4ccccc43)nc1n2CC(=O)O	10%	-2%	0.0%	-28%[20 µM]	10%	2%	·	1.6%	-37%
Cc1cccc(N2CN=c3s/c(=C\c4ccncc4)c(=O)n3C2)c1	19%	4%	-0.1%	4%	-2%	0%	0.6%	2.4%	-13%
COC(=O)C(CCCN1C(=O)c2ccccc2C1=O)(NC(C)=O)c1nn[nH]n1 (configuration not stated)	-3%	6%	-0.3%	-4%	10%	13%	-4.6%	1.9%	-26%
COc1ccc2c(c1)c(C(=O)N/N=C/c1cccs1)c(C)n2C	4%	-1%	0.3%	-20%	0%	0%	1.9%	-0.4%	-3%
O=C(COC(=O)CCSc1ccccc1)NCc1ccccc1	4%	5%	-0.2%	-10%	-5%	-8%	0.6%	2.1%	-26%
C=CCN(CC=C)CCCOc1ccc(C)cc1OC	13%	2%	0.1%	-11%[20 µM]	3%	1%	-2.9%	-1.9%	-18%
O=C(NC12CC3CC(CC(C3)C1)C2)c1cc([N+](=O)[O-])ccc1N1CCOCC1	1%	1%	-0.3%	9%	-11%	7%	-2.4%	-1.0%	-2%
CN(C)S(=O)(=O)c1cccc(NC(=S)NCCc2ccccn2)c1	4%	7%	0.5%	6%	-6%	-5%	-2.4%	0.4%	-28%
CN(C)CCCNc1nc(N)c([N+](=O)[O-])c(NCCO)n1	-10%	-1%	0.3%	12%	0%	-5%	1.1%	-1.0%	-1%
COc1ccc(CN2CCC(C(=O)N3CCCC(C)C3)CC2)cc1OC (configuration not stated)	14%	14%	-0.1%	-8%[20 µM]	-8%	2%	·	3.0%	-18%
CS(=O)(=O)N(Cc1ccc(Cl)cc1)c1ccc(C(=O)N2CCN(c3ccccc3)CC2)cc1	7%	7%	-0.1%	26%	5%	-6%	-10%	-0.8%	-14%
Cc1cccc(OCC2CCCN(Cc3nc(C4CC4)no3)C2)c1 (configuration not stated)	7%	2%	0.6%	2%[20 µM]	-7%	16%	·	-1.1%	-24%
Cc1cccc(C)c1NC(=O)N1CCN(C2CCCCC2)CC1	-6%	-6%	-0.2%	-38%	3%	4%	0.2%	-0.6%	-16%
CCc1ccc(N2CC34C=CC(O3)C(C(=O)OC(C)C)C4C2=O)cc1 (configuration not stated)	2%	-1%	-0.4%	22%	4%	-4%	-2.8%	2.7%	-10%
C=CCOc1ccc(C(=O)NC2CCCCC2)cc1	9%	0%	-0.2%	-51%	-4%	-16%	-3.5%	1.5%	-43%
CNC(=O)COc1ccc(-c2nn(C)c(=O)c3ccccc23)cc1	9%	2%	-0.1%	-8%	?	4%	-9.2%	-0.2%	-2%
CNC1(c2nnnn2-c2ccccc2C)CCOC(C)(C)C1 (configuration not stated)	-5%	-2%	0.4%	2%	0%	5%	4.0%	-0.9%	-12%
Following part:
SMILES	GPR55 antagonists	SIAH1 antagonists	GPR55 beta-arrestin	KOR beta-arrestin-1	AID2073	GPR35 antagonists	KOR beta-arrestin-2	HIV peptide binding	NOD1 NF-kB reporter
Cc1cccc(-c2nc(NCCCN3CCOCC3)c3ccccc3n2)c1	17%	-2%	0.0%	-52%	1%	9%	-0.5%	2.0%	12%
CCC(C)c1ccc(NC(=S)NC(C)C2CCCO2)cc1 (configuration not stated)	2%	3%	-0.1%	-27%	-21%	8%	0.1%	-0.9%	-54%
C/C(=N\OC(=O)c1cccc(Cl)c1)c1sc(C)nc1C	7%	1%	-0.1%	13%	-4%	1%	20%	0.0%	0%
COc1ccc(CCNC(=O)CN2CCC(C(N)=O)CC2)cc1	-3%	0%	-0.3%	-24%	-2%	-10%	2.2%	-0.6%	-5%
COc1cccc(C(=O)NN2CC(O)=C(c3nc4ccccc4s3)C2=N)c1	1%	11%	0.1%	19%	14%	-16%	-5.3%	3.6%	-41%
COc1ccccc1-c1noc(CCC(=O)NC2CCCC2)n1	3%	5%	-0.1%	-4%	-7%	1%	-1.6%	-0.2%	-24%
CCOC(=O)c1c(C)[nH]c(C(=O)N/N=C/c2cc([N+](=O)[O-])ccc2O)c1C	-14%	-17%	0.2%	-3%	9%	-6%	0.7%	13%	-17%
COc1ccc(-c2ocnc2C(=O)N2CCN(Cc3cccnc3)CC2)cc1	8%	5%	-0.2%	2%	1%	20%	-1.7%	-0.9%	-9%
COCCNC(=O)CN(c1ccc(F)cc1)S(=O)(=O)c1ccc2c(c1)OCCO2	-4%	0%	-0.2%	5%	0%	9%	-0.6%	0.3%	-11%
c1ccc(-c2noc(-c3ccncc3)n2)nc1	5%	8%	-0.2%	16%	8%	11%	-3.4%	1.1%	-31%
CC(C)NS(=O)(=O)c1ccc(NC(=O)Cc2cccs2)cc1	9%	-2%	0.4%	-26%	2%	-12%	7.5%	2.5%	-24%

Compound profiles, from the list above. Order of screens: GPR55 antagonists | SIAH1 antagonists | GPR55 beta-arrestin | KOR beta-arrestin-1 | AID2073 | GPR35 antagonists | KOR beta-arrestin-2 | HIV peptide binding | NOD1 NF-kB reporter
C/C(=N\OC(=O)c1cccc(Cl)c1)c1sc(C)nc1C is entered as 7% | 1% | -0.1% | 13% | -4% | 1% | 20% | 0.0% | 0%
CCC(C)c1ccc(NC(=S)NC(C)C2CCCO2)cc1 (configuration not stated) is entered as 2% | 3% | -0.1% | -27% | -21% | 8% | 0.1% | -0.9% | -54%
